High-throughput results from PubChem BioAssay.
Wnt bcat act = activates Wnt/beta-catenin signaling in a reporter cell assay; activator, plate reader; activation, % at 9.35 µM; 300,000 compounds, 1.2% hits; AID 743398; in the data active = activation above about 30%, passing the limit was not always enough;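 also: 0% = neutral control wells and 100% = positive control wells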
phage Ecoli inh = E. coli growth loss with phage present; growth absorbance; inhibition, % at 11.9 µM; 360,000 compounds, 0.26% hits; AID 651602; in the data active = inhibition above about 11%
* marks the source's active call; other numbers are inactive results.

Screening Cc1onc(-c2c(F)cccc2Cl)c1C(=O)OCC(=O)N(C)c1ccccc1 returned Wnt bcat act -1 and phage Ecoli inh 2.5.
`CCC(c1nc2ccccc2[nH]1)n1c(C)nc2ccccc21` (stereo not drawn) gave Wnt bcat act 0 and phage Ecoli inh 3.3.
`CC(C)(C)c1ccc(CC(=O)N2CCC2(C)C(=O)NS(=O)(=O)c2ccc(F)cc2F)cc1` (stereo not drawn) gave Wnt bcat act -2 and phage Ecoli inh 0.3.
For OCCN1CCN(c2ncnc3c2ncn3[C@H]2CN(Cc3cccs3)C[C@@H](CO)O2)CC1 the results were Wnt bcat act -3 and phage Ecoli inh 2.3.
CC(C)c1ccccc1NC(=O)Nc1nnc([C@H]2C[C@H](O)[C@@H](CO)O2)s1 was read as Wnt bcat act -8 and phage Ecoli inh 2.6.
For N#Cc1ccc2nc(-c3ccc(CN4CCC(c5nc6ccccc6[nH]5)CC4)cc3)c(-c3ccccc3)nc2c1 the results were Wnt bcat act -2 and phage Ecoli inh 2.4.
`CC(O)(c1ccccc1)c1nc(/C=C/c2ccccc2)cs1` (stereo not drawn) gave Wnt bcat act -3 and phage Ecoli inh 0.9.
CCCCN(CCCC)CCCNC(=O)Cn1cc(C)c(=O)[nH]c1=O was read as Wnt bcat act 0 and phage Ecoli inh 3.4.
Screening O=C(NCc1ccc(F)cc1)OC1CC2CC1[C@H]1CCCCN1C2=O (stereo partly drawn) returned Wnt bcat act 0 and phage Ecoli inh 0.9.
Screening CCc1c(-c2ccccc2)ncn1Cc1cccc(-c2ccccc2)c1 returned Wnt bcat act 0 and phage Ecoli inh 0.5.
CCCc1c(-c2ccccc2F)ncn1CCc1ccccc1OC was read as Wnt bcat act -8 and phage Ecoli inh -1.8.
Screening O=C(c1[nH]c(C(F)(F)F)nc1-c1ccccc1)N1CCN(c2ccncc2)CC1 returned Wnt bcat act 6 and phage Ecoli inh 1.8.
Screening COCCNC(=O)C1(C)CCCN(C(=O)COc2ccccc2)C1 (stereo not drawn) returned Wnt bcat act 0 and phage Ecoli inh 1.7.
Screening COc1cc(N)c2ncccc2c1SC returned Wnt bcat act 2 and phage Ecoli inh 3.0.
CS(=O)(=O)Nc1cccc(NC(=O)c2cccc3c(-c4cccc(C(N)=O)c4)coc23)c1 was read as Wnt bcat act 0 and phage Ecoli inh -0.3.
Nc1nc2ccc(Cl)cc2cc1C(=O)NC1CC1 was read as Wnt bcat act -2 and phage Ecoli inh -1.3.
For CC1(C(=O)O)CCCN1C(=O)c1cc2ccccc2s1 (stereo not drawn) the results were Wnt bcat act -1 and phage Ecoli inh 2.9.
Screening CC(C)(C)n1nnnc1C(c1cc2ccccc2o1)N(Cc1ccccc1)Cc1ccccc1 (stereo not drawn) returned Wnt bcat act -5 and phage Ecoli inh 2.9.
For CC1=C(C(=O)N2CCOCC2)CC(CC(=O)NCc2ccco2)C(=O)N1Cc1ccc(F)cc1 (stereo not drawn) the results were Wnt bcat act -2 and phage Ecoli inh 8.7.
Screening O=C1Nc2ccccc2-n2nnnc2C1N1CCN(c2ccc(F)cc2)CC1 (stereo not drawn) returned Wnt bcat act -2 and phage Ecoli inh 2.5.
`Cc1ccccc1NC(=O)c1cc(S(=O)(=O)N2CCCCC2)ccc1N1CCOCC1` gave Wnt bcat act -1 and phage Ecoli inh 2.2.
CC(=O)c1cccc(NC(=O)C2Cc3c(-c4ccccc4Oc4ccccc4)ccnc3O2)c1 (stereo not drawn) was read as Wnt bcat act -8 and phage Ecoli inh 2.1.
CNc1ccc(-c2ccccc2OC)cn1 was read as Wnt bcat act -1 and phage Ecoli inh 6.6.
`CC(=O)Nc1ccc(-c2ccnc3c2CC(C(=O)Nc2cccc(C(F)(F)F)c2)O3)cc1` (stereo not drawn) gave Wnt bcat act -2 and phage Ecoli inh 1.7.
NC(=O)c1ncn([C@@H]2O[C@H](C(=O)N[C@H](Cc3c[nH]c4ccccc34)C(=O)N3CCN(C(=O)N4CCOCC4)CC3)[C@@H](O)[C@H]2O)n1 was read as Wnt bcat act -1 and phage Ecoli inh 2.9.
Screening COc1ccc(-c2cc3c(c4c2ccn4C)C2CCC3C2)cc1OC (stereo not drawn) returned Wnt bcat act -9 and phage Ecoli inh 1.9.
`C[C@@H]1CCCCO[C@H](CN(C)C(=O)c2ccncc2)[C@H](C)CN([C@@H](C)CO)C(=O)c2cc(NC(=O)c3ccccc3)ccc2O1` gave Wnt bcat act 0 and phage Ecoli inh 2.8.
`COCCNC(=O)C1(C)CCCN(Cc2cc(-c3ccccc3)on2)C1` (stereo not drawn) gave Wnt bcat act -2 and phage Ecoli inh 1.7.
For CCOc1ccc(OCC(=O)Nc2cc(Cl)ccc2-n2cncn2)cc1 the results were Wnt bcat act 0 and phage Ecoli inh 1.5.
Screening COc1cc(C(=O)N2CCCC(C)(C(=O)NS(=O)(=O)C3CC3)C2)cc(OC)c1OC (stereo not drawn) returned Wnt bcat act 1 and phage Ecoli inh 1.1.
Screening CC1(C(=O)Nc2ccc3c(c2)OCCO3)CN(S(C)(=O)=O)CC(=O)N1Cc1cccc(C(F)(F)F)c1 (stereo not drawn) returned Wnt bcat act -2 and phage Ecoli inh 0.9.
CN(Cc1ccccn1)C(=O)c1cc(COc2ccc(F)c(F)c2)on1 was read as Wnt bcat act 2 and phage Ecoli inh 3.4.
`CN1OC[C@@H]2CN[C@H](c3ccc(-c4cccc(F)c4)cc3)C[C@@H]21` gave Wnt bcat act 28 and phage Ecoli inh 1.7.
Screening CCN(CC)c1ncnc2c1ncn2[C@H]1CN(CCOC)C[C@@H](CO)O1 returned Wnt bcat act -1 and phage Ecoli inh 2.4.
`Nc1nc2ccccc2n1S(=O)(=O)c1ccc(Cl)cc1` gave Wnt bcat act -3 and phage Ecoli inh 1.8.
COc1cccc(CNC(=O)[C@@H]2CCCN2C(=O)[C@@H]2CCCN2C(=O)c2cccc3ccccc23)c1 was read as Wnt bcat act -6 and phage Ecoli inh 1.5.
COC(=O)c1cc2c(c3c4cc(OC)ccc4n(S(C)(=O)=O)c13)C(=O)N(C)C2 was read as Wnt bcat act -3 and phage Ecoli inh 3.3.
CCOC(=O)C1=CCN(S(=O)(=O)c2ccccc2F)C1c1ccccc1 (stereo not drawn) was read as Wnt bcat act -2 and phage Ecoli inh 2.7.
`COc1ccc([C@H]2CC(=O)C[C@@H](CCn3cc(Cc4ccccc4)nn3)O2)cc1` gave Wnt bcat act -2 and phage Ecoli inh 1.8.
Screening CCCCN1C(=O)C(CC(=O)NCc2ccco2)CC(C(=O)N(CC)CC)=C1C (stereo not drawn) returned Wnt bcat act -1 and phage Ecoli inh 1.8.
Screening CN1CCCc2nc(-c3ccccc3)ccc21 returned Wnt bcat act 29 and phage Ecoli inh 2.9.
Screening Cc1ccccc1C1(O)c2ccccc2-c2ccccc21 returned Wnt bcat act -3 and phage Ecoli inh 3.8.
For Cc1cccc2nc(-c3ccccc3)c(-c3ccc(CN4CCC(c5nc6ccccc6[nH]5)CC4)cc3)nc12 the results were Wnt bcat act -2 and phage Ecoli inh 0.8.
C[C@H]1Cn2cnc(C(=O)N(C)Cc3ccccc3)c2C(=O)N1 was read as Wnt bcat act 2 and phage Ecoli inh 2.3.
`Nc1ccn([C@@H]2O[C@H](CNCc3ccc(C#CCCO)cc3)[C@@H](O)[C@H]2O)c(=O)n1` gave Wnt bcat act 1 and phage Ecoli inh 2.3.
Screening CC(=O)Nc1ccc(NC(=O)C2Cc3c(-c4ccc(Cl)cc4)ccnc3O2)cc1 (stereo not drawn) returned Wnt bcat act 0 and phage Ecoli inh 2.6.
COc1ccc2c(C)cc(=O)sc2c1 was read as Wnt bcat act 1 and phage Ecoli inh 2.8.
CCc1ccc2c(c1)NC(=O)C2(C)Cc1ccccc1C#N (stereo not drawn) was read as Wnt bcat act 1 and phage Ecoli inh 0.3.
`COc1ccc(CN(C2CCCC2)S(=O)(=O)c2cc(Br)ccc2Br)c(OC)c1` gave Wnt bcat act -3 and phage Ecoli inh -1.4.
For COc1ccccc1CNC(=O)Nc1nc(C(N)Cc2ccc(Cl)cc2)cs1 (stereo not drawn) the results were Wnt bcat act -7 and phage Ecoli inh -1.5.

Overlap with the part before: five compounds, then new ones.
Screening CC(=O)Nc1ccc(NC(=O)C2Cc3c(-c4ccc(Cl)cc4)ccnc3O2)cc1 (stereo not drawn) returned Wnt bcat act 0 and phage Ecoli inh 2.6.
COc1ccc2c(C)cc(=O)sc2c1 was read as Wnt bcat act 1 and phage Ecoli inh 2.8.
CCc1ccc2c(c1)NC(=O)C2(C)Cc1ccccc1C#N (stereo not drawn) was read as Wnt bcat act 1 and phage Ecoli inh 0.3.
`COc1ccc(CN(C2CCCC2)S(=O)(=O)c2cc(Br)ccc2Br)c(OC)c1` gave Wnt bcat act -3 and phage Ecoli inh -1.4.
For COc1ccccc1CNC(=O)Nc1nc(C(N)Cc2ccc(Cl)cc2)cs1 (stereo not drawn) the results were Wnt bcat act -7 and phage Ecoli inh -1.5.
For O=S1(=O)CC(N2CCN(CC3CC3)CC2)CN1C1CCCCC1 (stereo not drawn) the results were Wnt bcat act -2 and phage Ecoli inh 1.9.
COC(=O)c1cc2c(c3c4cc(OC)ccc4n(S(=O)(=O)c4ccc(OC)cc4)c13)C(=O)N(Cc1ccccc1OC)C2 was read as Wnt bcat act -6 and phage Ecoli inh 2.4.
`O=C(NCCCN1CCCC1)c1[nH]c(C(F)(F)F)nc1-c1ccccc1` gave Wnt bcat act -2 and phage Ecoli inh 1.5.
Screening CN1C(C)(C)CC(O)(C(=O)O)CC1(C)C returned Wnt bcat act 0 and phage Ecoli inh 2.8.
For CN1CCN(C2CN(Cc3cn(Cc4ccccc4)nn3)S(=O)(=O)C2)CC1 (stereo not drawn) the results were Wnt bcat act 7 and phage Ecoli inh 0.4.
Screening CCOc1ccc(Cl)cc1-c1cc(C(=O)Nc2ccc(C(C)C)cc2)[nH]n1 returned Wnt bcat act -3 and phage Ecoli inh -2.0.
O=C(NNC(=O)c1cccs1)c1ccccn1 was read as Wnt bcat act -3 and phage Ecoli inh -4.1.
CC[N+](CC)=N/N=C1\C=CC[N+]([O-])=C1 was read as Wnt bcat act -1 and phage Ecoli inh 2.7.
CNC(=O)C[C@H]1C(=O)N(c2ccccc2)C[C@@H]1CSC was read as Wnt bcat act -1 and phage Ecoli inh 1.5.
COC(=O)[C@]12C[C@H](CC(=O)N3CCSCC3)C(=O)N(Cc3ccccc3)C1=C[C@H](C(C)(C)C)O[C@@H]2C was read as Wnt bcat act -2 and phage Ecoli inh 1.9.

The last 2 entries of the part before are carried over, then new ones follow:
CNC(=O)C[C@H]1C(=O)N(c2ccccc2)C[C@@H]1CSC was read as Wnt bcat act -1 and phage Ecoli inh 1.5.
COC(=O)[C@]12C[C@H](CC(=O)N3CCSCC3)C(=O)N(Cc3ccccc3)C1=C[C@H](C(C)(C)C)O[C@@H]2C was read as Wnt bcat act -2 and phage Ecoli inh 1.9.
CC(NC(=O)c1cc(COc2ccc(-n3cncn3)cc2)on1)c1ccc(F)cc1 (stereo not drawn) was read as Wnt bcat act 16 and phage Ecoli inh 2.2.
For CCCNC(=O)c1cc(C2CCCCN2C(=O)CCCc2ccccc2)on1 (stereo not drawn) the results were Wnt bcat act -3 and phage Ecoli inh 2.6.
CCOc1ccc(NC(=O)CN(C)C(=O)CCc2nc3ccccc3c(=O)[nH]2)cc1OCC was read as Wnt bcat act -1 and phage Ecoli inh 0.9.
COC(=O)[C@@]1(Cc2ccc(F)cc2)[C@H]2c3cc(C(=O)N(C)C)n(C)c3C[C@H]2CN1C(=O)c1ccccc1 was read as Wnt bcat act -1 and phage Ecoli inh 3.4.
`Cc1cc(N2CCN(CC(C)(C)O)C[C@H]2C)ccc1N1CCN(Cc2ccccc2)[C@@H](C)C1` gave Wnt bcat act -9 and phage Ecoli inh 2.5.
`CC1(C(=O)NCc2ccc3c(c2)OCO3)CCN1C(=O)Cc1cccc2ccccc12` (stereo not drawn) gave Wnt bcat act 13 and phage Ecoli inh 2.8.
O=C(NCCCN1CCCC1=O)C(=O)NCC1OCCN1S(=O)(=O)c1cc(F)ccc1F (stereo not drawn) was read as Wnt bcat act -2 and phage Ecoli inh 1.8.
`CC1(C(=O)NCc2ccccc2)CSCC(=O)N1CC(F)(F)F` (stereo not drawn) gave Wnt bcat act -2 and phage Ecoli inh 1.4.
`O=C(NC1CCCC1)N[C@@H]1C=C[C@@H](CC(=O)N2CCOCC2)O[C@@H]1CO` gave Wnt bcat act -2 and phage Ecoli inh 1.6.
Screening O=C(O)C1c2ccccc2Cc2ccccc21 returned Wnt bcat act -2 and phage Ecoli inh 3.6.
`CC1=C(C(=O)N(C(C)C)C(C)C)CC(CC(=O)NCC2CCCCC2)C(=O)N1Cc1ccc(F)cc1` (stereo not drawn) gave Wnt bcat act -1 and phage Ecoli inh 4.4.
Screening CC(C)NC(=O)N1Cc2cc(C(=O)NCC(F)(F)F)nc(-c3cccc(-c4cc5ccccc5o4)c3)c2[C@@H]1CCO returned Wnt bcat act -3 and phage Ecoli inh -0.2.
COc1ccc(CNC(=O)c2sc(=O)n(Cc3ccccc3OC)c2C)cc1 was read as Wnt bcat act -4 and phage Ecoli inh 2.1.
Screening CN(C)CCN1CCN(C2CN(Cc3cn(Cc4cccc(Cl)c4)nn3)S(=O)(=O)C2)CC1 (stereo not drawn) returned Wnt bcat act -5 and phage Ecoli inh 5.3.
For COCCCC1CCN(C(=O)C2CCC(=O)N(CCCc3ccccc3)C2)CC1 (stereo not drawn) the results were Wnt bcat act 3 and phage Ecoli inh 3.5.
CCCCCCn1c(=O)n2n(c1=O)C[C@]1(OC(=O)NC3CC3)CN(S(=O)(=O)c3ccc(C)cc3)C[C@]1(O)C2 was read as Wnt bcat act -4 and phage Ecoli inh 1.5.
CC(C)C[C@H]1CN([C@@H](Cc2ccc(O)cc2)CN2CCCC2CN2C(=S)NC[C@@H]2Cc2ccccc2)C(=S)N1CC1CCCCC1 (stereo partly drawn) was read as Wnt bcat act -4 and phage Ecoli inh 4.1.
For O=C(Nc1ccc(Cl)cc1)N[C@H]1CC[C@H](CCn2cc(-c3ccccc3F)nn2)O[C@@H]1CO the results were Wnt bcat act -4 and phage Ecoli inh -0.4.
`COc1ccccc1-c1cncc(NC(C)=O)n1` gave Wnt bcat act -1 and phage Ecoli inh 2.5.
`N#CCCN(C(=O)Nc1ccc(Cl)c(Cl)c1)C1CCCCC1` gave Wnt bcat act 2 and phage Ecoli inh 2.7.

An excerpt. The share of hits here may be higher or lower than overall.
